JNK3 blocker = JNK3 kinase activity inhibitors, primary screen, biochemical, human, purified enzyme | HTS | Mitogen-activated protein kinase 10 (Homo sapiens), P53779 | inhibition, % at 8 µM | 60,000 compounds, 0.61% hits; in the data active means inhibition above about 17%;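 further: 0% = DMSO and 100% = reference inhibitor; many of its hits are not listed in these tables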
ROCK2 inh = inhibitors of human ROCK2 kinase, primary screen, biochemical, high-throughput, luminescence. purified ROCK2, Kinase-Glo ATP depletion luminescence. inhibition, % at 6 µM. 60,000 compounds, 0.35% hits. AID 604, 2007;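 active means inhibition above the screen-wide mean inhibition plus 3 SD, cut at about 18% in these data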;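 further: plate controls were DMSO wells for no effect and Y-27632 control wells after no-enzyme background subtraction for full effect; many of its hits are not listed in these tables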
A340 absorber = compound light absorbance at 340 nm, profiling panel, artefact control, biochemical, MLSMR library, data from PS, PMK, MK assays. fold change at 10 µM. AID 708, 2007. compound absorbance at 340 nm, fold over control. 65,000 tested, under 10 active;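 active means at 10 µM dose, initial 340 nm absorbance at least 2 fold that of control wells; inactive means change under 2 fold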;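 further: initial absorbance extrapolated from kinetic A340 decline of NADH oxidation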
MKP-1 inh = MKP-1 phosphatase inhibitors, primary screen, biochemical, in vitro; Dual specificity protein phosphatase 1 (Homo sapiens), P28562; recombinant MKP-1, OMFP hydrolysis fluorescence; inhibition, %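 (compounds tested at a single concentration somewhere between 10 and 100 µM)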; 65,000 compounds, 0.15% hits;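 active means inhibition above about 50%, limit read from the data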;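 further: 0% = DMSO max control wells and 100% = wells with enzyme stopped by NaOH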
Her2 expr inh = inhibitors of Her2 protein expression, primary screen, SKBR-3 cells, AlphaScreen, 66K library | SKBR-3 HER2 protein level, 18-24 h; active compounds read low | AID 645, 2007 | 65,000 compounds, 0.69% hits | HER2 level % of control, % at 10 µM | Receptor tyrosine-protein kinase erbB-2 (Homo sapiens), P04626;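 active means HER2 level under 5% of the carrier-only control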;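 further: 100% = DMSO carrier and 0% = 500 nM PU-H71 HSP90 inhibitor; lower value means stronger loss of Her2 protein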
Hsp90 block = tumor Hsp90 inhibitors, primary screen, cell lysate, fluorescence polarization, NCI-N417 lysate; Heat shock protein HSP 90-alpha (Homo sapiens), P07900; Cy3B-geldanamycin FP displacement; inhibition, % at 30 µM; 64,000 compounds, 0.35% hits;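 active means inhibition above 50%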;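 further: 0% = tracer plus lysate wells and 100% = tracer alone without lysate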
PKA inh = inhibitors of human PKA kinase activity, primary screen, biochemical, ATP-depletion luminescence, Kemptide substrate; cAMP-dependent protein kinase catalytic subunit alpha (Homo sapiens), P17612; PKA Kemptide phosphorylation, Kinase-Glo ATP luminescence; inhibition, % at 6 µM; 65,000 compounds, 0.1% hits;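 active means inhibition above the screen-wide mean inhibition plus 3 SD, cut at about 21% in these data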; further: many of its hits are not listed in these tables
Cdc25B inh = inhibitors of Cdc25B phosphatase catalytic domain, primary screen, biochemical, OMFP fluorescence. M-phase inducer phosphatase 2 (Homo sapiens), P30305. recombinant Cdc25B, OMFP fluorescence Ex485/Em525. inhibition, %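 (compounds tested at 10 µM final in the well)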. 65,000 compounds, 0.1% hits. AID 368, 2006; in the data active means inhibition above about 50%
Autofluor 339 = intrinsic fluorescence of library compounds, ex339/em460 – biochemical, MLSMR library, data from DPM-DC assay, artefact control, profiling panel | compound autofluorescence, ex339/em460 nm, NADH buffer; active compounds read high; 1 = no-compound wells, NADH background | fluorescence fold increase at 10 µM | 65,000 compounds, 5.5% hits | AID 709, 2007;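 active means at 10 µM, mean starting fluorescence two-fold or more over control wells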;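 further: signal is the first read of a kinetic run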
* hit, by the source's call; / = no result given. These rows are one share of the data, so the mix of outcomes need not match the whole.

SMILES	JNK3 blocker	ROCK2 inh	A340 absorber	MKP-1 inh	Her2 expr inh	Hsp90 block	PKA inh	Cdc25B inh	Autofluor 339
O=C(NCc1ccco1)c1c(O)c2cccc3c2n(c1=O)CCC3	1	4	1	7	42	-4	7	-10	1.4
CCCCc1cc(O)c(CCCC)c(O)c1	5	5	0.96	-12	78	0	4	-13	1
CC(=O)Nc1cccc(C(=O)N2CCN(Cc3ccccc3)CC2)c1	-1	-1	0.97	10	127	2	-3	-15	1
CC(C)OC(=O)CCC(=O)Nc1nc2ccccc2s1	0	-1	1	8	125	-3	-2	6	1.1
O=C1c2ccccc2C(=O)N1CC1=CCS(=O)(=O)C1	-3	-5	1	-9	141	-4	-1	14	1.1
Cc1cc(C)n(-c2cc(N3CCOCC3)nc(-c3ccccc3)n2)n1	-1	2	1	5	94	0	-1	-16	1.1
CCNC(=O)c1c(O)c2cccc3c2n(c1=O)CC3	/	/	1	2	88	-1	8	-1	1.4
COc1cccc(S(=O)(=O)Nc2ccc3sc(C)nc3c2)c1	/	/	1	1	91	-4	7	-3	1
CC(C)(C)c1nc2ccccc2c2nnc(SCC(=O)NCc3ccco3)n12	5	3	1	-12	74	-4	4	-8	1
CCN(CC)CCCNC(=O)c1cc(-c2ccc(O)cc2)on1	3	6	1.1	-4	95	-4	9	-2	1.1
CC(C)NC(=O)CCCc1ccccc1	-6	2	1	8	141	-2	5	-3	1
COCCCNC(=O)c1cc2c(-c3ccc(Cl)cc3)nn(C)c2s1	7	2	1.1	27	34	-1	4	-8	2.2*
CCOC(=O)C1CCCN(Cc2cc(Br)c(OC)cc2OC)C1 (stereo not drawn)	5	7	1.1	-1	127	0	4	-6	1.1
CCOC(=O)CNC(=O)CSc1nnc(SCC(=O)NCC(=O)OCC)s1	4	3	1.1	1	95	1	9	-8	1.1
C=CCNc1ncnc2c1cnn2-c1cccc(C)c1	-4	-7	1.1	8	90	1	-16	-5	1.1
O=C1CC(c2ccco2)CC(O)=C1C=NCC1NCCc2ccccc21 (stereo not drawn)	2	4	0.99	-7	108	-5	3	-4	1
Cc1c(C(=O)N2CCN(C)CC2)oc2c1C(=O)CC(C)(C)C2	1	-4	0.98	5	110	-1	0	-5	1
O=C(Cn1nnc2ccccc2c1=O)Nc1ccc2c(c1)CCC2	-2	3	1	2	92	-4	3	-3	1.1
O=C(C1CCCO1)N1CCC(c2nc3ccccc3[nH]2)CC1 (stereo not drawn)	-1	3	0.97	-13	115	-3	5	3	1.1
Cc1cc2n(n1)C(c1sccc1C)Nc1c(C)cccc1-2 (stereo not drawn)	0	-5	1	9	75	-2	-11	11	2.1*
CCN1CCCC(NC(=O)c2scc3c2CCCC3)C1 (stereo not drawn)	5	1	1	7	98	-2	6	-10	1.1
CCC(=O)Nc1nc(C)nc(C)c1C(C)=O	4	4	1	-10	91	-2	5	0	1.1
COc1ccc(N2CC(C(=O)Nc3ccc(N4CCOCC4)cc3)CC2=O)cc1 (stereo not drawn)	/	/	1	-17	90	-1	2	-12	1.1
COc1cc(OC)c(C(=O)Nc2ncn[nH]2)cc1OC	-4	8	1	-9	129	3	1	-15	1.2
COc1cccc(-n2nnc3c(=O)n(CC(=O)N4CCCCC4)cnc32)c1	0	6	0.96	1	97	-4	11	-30	1.1
The results go on:
SMILES	JNK3 blocker	ROCK2 inh	A340 absorber	MKP-1 inh	Her2 expr inh	Hsp90 block	PKA inh	Cdc25B inh	Autofluor 339
CC(C)C(c1nnnn1Cc1ccc(F)cc1)N1CCSCC1 (stereo not drawn)	-4	2	1	-19	95	0	8	0	1.1
COc1ccc(C(=O)NC(C)c2nnc(SCC(=O)Nc3nc4ccccc4s3)n2C)cc1 (stereo not drawn)	5	2	1	5	91	0	6	-4	1.1
CCOC(=O)CNC(=O)CSc1nnc(Cn2cnc3ccccc32)n1C	-2	7	1	29	103	2	6	4	1.1
Cc1cccc(NC(=O)CCN2CCN(C/C=C/c3ccccc3)CC2)c1	0	3	1	4	99	-2	7	-10	1.1
CCOC(=O)CSc1nnc(-c2ccc(Cl)cc2Cl)o1	-2	8	1	-1	74	-3	13	-19	1.1
CCCC(C)(C)NC(=O)CCCCC(=O)NC(C)(C)CCC	-6	5	1	22	112	0	5	-6	1.1
O=CN1CCC(=O)N(Cc2ccccc2)c2ccccc21	-3	8	1	-4	54	4	7	3	1
COC(=O)C1=C(C)n2cnnc2NC1c1ccc(Cl)cc1 (stereo not drawn)	2	8	1.1	12	104	-3	6	-14	1.1
O=C(CCCn1c(SCC(=O)c2ccc(O)c(O)c2)nc2ccccc2c1=O)NCC1CCCO1 (stereo not drawn)	/	/	1.1	25	68	-3	-2	-9	1
Cc1nc(NC(=O)c2cccnc2)ccc1Br	-5	8	1.1	-17	102	-1	8	-1	1.1
CCS(=O)(=O)NCCc1cc2c(OC)ccc(OC)c2[nH]c1=O	-2	5	1	7	105	-3	4	-15	1.1
CC(=O)c1ccc(-n2nncc2C)cc1	/	/	1.1	5	85	/	11	-21	1.1
COc1cc(OC)cc(C(=O)OCn2nnc3ccccc3c2=O)c1	4	0	1.1	9	92	-2	-3	-10	1.1
Cc1csc2nc(CCNS(=O)(=O)c3ccc4c(c3)OCCO4)cn12	0	4	1.1	-4	99	-5	2	-9	1
O=C(NCCn1ccc2ccccc21)c1ccc2c(c1)OCO2	-7	2	1.1	0	106	-1	6	-7	2.1*
CCOC(=O)C1=C(C)NC(C)=C(C(=O)OCC)C1C(=O)OCC(=O)c1ccc2c(c1)OCCO2	2	0	1.1	4	104	-2	-2	-12	1.5
Cn1c(=O)cc(OCC(=O)N2CCN(c3cccc(C(F)(F)F)c3)CC2)c2ccccc21	9	8	0.98	22	87	1	7	-12	1.1
CCCn1c(SCc2cc(=O)oc3ccc4ccccc4c23)n[nH]c1=O	-3	6	1.1	27	95	-1	5	-2	2.1*
CCCCN1C(=O)c2ccc(C(=O)Nc3c(N)n(CCCC)c(=O)n(C)c3=O)cc2C1=O	/	/	1	8	138	/	-1	-8	1.1
COc1cccc(/C=N/n2c(C)c3c(C)nnc(C)c3c2C)c1O	-4	0	1	1	91	-2	-1	-13	1.1
CC(=O)c1c(C)nc2ccccc2c1N	9	-1	1.1	6	58	-7	8	-9	1.1
CCC1CCCCN1C(=O)CSc1nc2c([nH]c3ccccc32)c(=O)n1C (stereo not drawn)	/	/	1.1	/	99	/	6	/	1.1
O=C(Cn1cccc1C(=O)c1ccccc1)NCCN1CCOCC1	0	4	0.98	-4	98	1	5	-3	1
Cc1cccc(OCC(=O)N(Cc2cccs2)C2CCS(=O)(=O)C2)c1C (stereo not drawn)	5	4	1	-9	100	-2	12	-3	1
CCOC(=O)c1ccc(NC(=O)COc2ccc(S(=O)(=O)NC(C)C)cc2)cc1	3	3	1	3	102	-4	5	4	1.1

Compound profiles, as listed above:
O=C(Cn1cccc1C(=O)c1ccccc1)NCCN1CCOCC1 across the screens: JNK3 blocker: 0; ROCK2 inh: 4; A340 absorber: 0.98; MKP-1 inh: -4; Her2 expr inh: 98; Hsp90 block: 1; PKA inh: 5; Cdc25B inh: -3; Autofluor 339: 1
CCC1CCCCN1C(=O)CSc1nc2c([nH]c3ccccc32)c(=O)n1C (stereo not drawn) across the screens: JNK3 blocker: /; ROCK2 inh: /; A340 absorber: 1.1; MKP-1 inh: /; Her2 expr inh: 99; Hsp90 block: /; PKA inh: 6; Cdc25B inh: /; Autofluor 339: 1.1

The listing picks up, starting three compounds before the break.
SMILES	JNK3 blocker	ROCK2 inh	A340 absorber	MKP-1 inh	Her2 expr inh	Hsp90 block	PKA inh	Cdc25B inh	Autofluor 339
O=C(Cn1cccc1C(=O)c1ccccc1)NCCN1CCOCC1	0	4	0.98	-4	98	1	5	-3	1
Cc1cccc(OCC(=O)N(Cc2cccs2)C2CCS(=O)(=O)C2)c1C (stereo not drawn)	5	4	1	-9	100	-2	12	-3	1
CCOC(=O)c1ccc(NC(=O)COc2ccc(S(=O)(=O)NC(C)C)cc2)cc1	3	3	1	3	102	-4	5	4	1.1
CSc1cccc(NS(=O)(=O)c2ccccc2)c1	-1	3	1.1	-1	108	-3	6	-3	1.1
Cc1ccc2nnc(Cl)n2n1	-1	-7	1	-4	100	3	-3	-7	1.2
CCn1c(SCC(=O)Nc2nc3c(s2)CCCC3)nnc1-c1ccccc1	3	7	1	24	103	1	8	-2	1
Cn1c(=O)[nH]c(=O)c2c1nc(NCCCO)n2Cc1ccc(F)cc1	2	4	1	-18	93	0	0	0	1.1
Cc1ccc(-c2nn(C)c(=O)c3ccccc23)cc1CO	7	5	1	5	57	-1	9	0	1
COc1cccc(C(c2sc3nc(C)nn3c2O)N2CCN(C(=O)c3ccco3)CC2)c1 (stereo not drawn)	1	6	1.1	8	104	-2	4	-14	1.1
O=C1CC(C2CCCO2)C(=O)N1Cc1ccccc1 (stereo not drawn)	/	/	0.97	-11	81	-3	/	-3	1
COc1cc2nc(CC(C)C)n(NC(=O)c3ccccc3)c(=O)c2cc1OC	-8	4	1	13	73	0	10	4	1.1
CCCc1cc(NCCCCO)n2c(nc3ccccc32)c1C#N	-9	-10	1	-7	117	0	-5	1	2.4*
O=C(OCn1nnc2ccccc2c1=O)c1ccc(S(=O)(=O)N2CCOCC2)cc1	/	/	1	10	55	1	4	2	1.1
CCC(c1nnnn1CCC(C)C)N1CCC(C(N)=O)CC1 (stereo not drawn)	2	-3	0.97	-24	67	3	-1	1	1.1
CCOC(=O)COc1c(OC)cc(Cl)cc1C1NC(=O)NC(C)=C1C(C)=O (stereo not drawn)	-2	1	1	2	52	-5	-3	-4	1.1
Cc1cc(NC(=O)CCC(=O)N(c2cccnc2)C(C(=O)NC2CCCC2)c2ccccc2F)no1 (stereo not drawn)	-3	0	0.99	8	86	-1	4	-3	1.1
COC(=O)[C@H](CCSC)NC(=O)Nc1ccc(OC)c(Cl)c1	-3	-3	1.1	-3	63	2	3	4	1.2
C=CCSc1nc2c(c(=N)n1CC=C)C1CCCC1S2 (stereo not drawn)	1	2	1	-14	108	-5	13	0	1.1
O=C(OCC(=O)N1CCN(C(=O)c2ccco2)CC1)c1ccccc1OCc1ccccc1	/	/	1	15	85	/	-4	-5	1.1
Cc1cc(C)n(-c2nnc(C)n2/N=C/c2ccccc2OCc2ccccc2Cl)n1	-5	2	1.1	18	96	0	-1	-7	1.1
O=C(Nc1ccncc1)C1CCCN(S(=O)(=O)c2cccc3cccnc23)C1 (stereo not drawn)	-14	75*	1	-2	77	0	11	3	1
Cc1csc(N(C)C(=O)CSc2nnc(COc3cccc4ccccc34)o2)n1	5	5	1	25	81	0	8	-2	1.1
CCC(C(=O)NC(C)CCc1ccccc1)n1nc(C)n2c(cc3occc32)c1=O (stereo not drawn)	0	-2	1	-5	80	0	-2	-6	1
CC(=O)Nc1cccc(OCC(=O)NS(=O)(=O)c2ccc(C)cc2)c1	-5	-5	1	13	146	-5	-2	0	1.1
CCC(=O)N1Cc2ccccc2-c2ccccc2C1=O	-12	-8	1	-5	103	1	-4	0	1.1
Cc1cc(C)n2nc(C(=O)Nc3ccccc3N3CCOCC3)nc2n1	-2	5	1	14	89	0	6	-15	1
Cc1c(O)c(CN2CCCC2)cc2c3c(c(=O)oc12)CCC3	-8	6	1.1	-11	131	-8	7	-1	3.7*
CC(NS(=O)(=O)c1ccc(OCC(=O)N2CCOCC2)cc1)c1ccccc1 (stereo not drawn)	-2	3	1.1	1	73	-2	1	1	1.1
COc1cc(C(=O)OC(C)CN2CCCC2)cc(OC)c1OC (stereo not drawn)	-1	-1	0.98	4	139	0	7	-7	1
